Screening data (PubChem BioAssay)
ALOX12 inh: blocks human arachidonate 12S-lipoxygenase. P18054. purified 12hLO, xylenol orange hydroperoxide absorbance. Potency, µM (highest dose often 108 µM), for inactives: at the highest dose activity change, negative = inhibition, most hits filed as inhibitors. actives 1.1% (n = 580,000); active = well fitted inhibition curve with a large enough effect; inconclusive = small, poorly fitted or top-dose-only effect, or another doubt; inactive = no such curve, though single readings can be large or run the other way
Target sequence (P18054 whole entry, looked up): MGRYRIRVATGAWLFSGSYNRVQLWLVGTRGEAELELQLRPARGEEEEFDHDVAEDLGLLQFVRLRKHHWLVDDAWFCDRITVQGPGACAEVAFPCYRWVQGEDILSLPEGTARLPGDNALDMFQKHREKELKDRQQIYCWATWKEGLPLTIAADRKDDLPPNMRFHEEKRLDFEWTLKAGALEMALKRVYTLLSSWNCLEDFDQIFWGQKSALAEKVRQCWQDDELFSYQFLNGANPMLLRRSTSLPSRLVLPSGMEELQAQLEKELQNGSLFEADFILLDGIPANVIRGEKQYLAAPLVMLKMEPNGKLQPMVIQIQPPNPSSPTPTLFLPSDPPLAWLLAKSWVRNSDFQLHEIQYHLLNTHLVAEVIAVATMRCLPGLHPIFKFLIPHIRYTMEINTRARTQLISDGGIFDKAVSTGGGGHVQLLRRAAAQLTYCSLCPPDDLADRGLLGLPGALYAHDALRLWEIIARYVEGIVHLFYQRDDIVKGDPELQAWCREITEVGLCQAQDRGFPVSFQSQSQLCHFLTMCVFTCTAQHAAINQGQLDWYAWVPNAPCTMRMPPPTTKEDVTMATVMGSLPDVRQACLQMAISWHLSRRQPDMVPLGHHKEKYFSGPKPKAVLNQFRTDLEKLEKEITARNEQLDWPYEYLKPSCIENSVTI
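Purified human 12hLO (150 nM final) in 25 mM Hepes, 0.01% Triton X-100, pH 7.0 was preincubated 15 min at room temperature with compound. Then 40 uM arachidonic acid was added, 30 min. Hydroperoxide was read by Fe-XO absorbance ratio 573/405 nm.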
* marks the source's active call; other numbers are inactive results; ? = inconclusive; & = joins results of further samples; [ ] = dose if it differs, or a comment. % is scaled to controls: 0 for no effect and ±100 for the full control effect; potency is read from the fitted curve at half-maximal effect. An excerpt (hit frequency here may not be typical).

Molecule	ALOX12 inh
Cc1ccn2c(=O)cc(COc3ccccc3NC(=O)Nc3ccccc3F)nc2c1	-36%
COC(=O)[C@]12CCCCC=C1N(Cc1ccc(Cl)cc1Cl)C(=O)[C@H](CC(=O)N1CCOCC1)C2	-13%
COc1ccc(C(=O)N2CCCC(n3cc(-c4nc(C5CC5)no4)nn3)C2)cc1 (configuration not stated)	15%
CCn1c(CCNC(=O)c2ccccc2F)nnc1SCC(=O)N1CCc2ccccc21	55%[activator]
COc1cc(OC)c(NC2CCOC2=O)cc1Cl (configuration not stated)	37%
CC(=O)N1C=Cc2ccccc2C1CC(=O)Nc1ccc(S(=O)(=O)N2CCC(C)CC2)cc1 (configuration not stated)	8%
Oc1ccc2c(c1)CCCC1(CCCO1)O2 (configuration not stated)	?
COc1ccc(C(=O)Cn2c(N3CCCCCC3)nc3c2c(=O)n(C)c(=O)n3C)cc1	4%

Shown field by field: entries from further up
COc1cc(OC)c(NC2CCOC2=O)cc1Cl (configuration not stated)
  ALOX12 inh: 37%

CC(=O)N1C=Cc2ccccc2C1CC(=O)Nc1ccc(S(=O)(=O)N2CCC(C)CC2)cc1 (configuration not stated)
  ALOX12 inh: 8%

The list continues.
Molecule	ALOX12 inh
CN1CCC2(C1)CN(CC1CC1)c1ccc(C(=O)Nc3ccccc3)cc12 (configuration not stated)	11%[176 µM]
CCC(C)NC(=O)NCc1ccccc1 (configuration not stated)	12%
COC(=O)[C@@]12C[C@@H](CC(=O)N3CCC(c4ccccc4)CC3)C(=O)N(Cc3ccc4c(c3)OCO4)C1=CCC(C)(C)C2	-2%
Cc1cc(C)cc(C(=O)Nc2ccc(N(C)C)cc2)c1	?
CC(C)c1cc(Cn2c3ccccc3c(=O)n2C(C)Cn2cc(CCCC#N)nn2)on1 (configuration not stated)	135%[activator]
COc1ccc2c3c([nH]c2c1)[C@@H](CO)N(C(=O)CC1CC1)CC31CCN(Cc2ccncc2)CC1	?
CCc1cccc(NC(=O)Cn2nc3ccc(S(=O)(=O)C(C)(C)C)nn3c2=O)c1	2%
Cc1cccc(-c2nc3cnccn3c2NCCC(=O)NCc2ccc(F)c(Cl)c2)c1	4%
CC(Oc1ccc(C=Nc2ccc(N3CCOCC3)cc2)cc1)C(=O)O (configuration not stated)	?
O=[N+]([O-])c1ccc(NS(=O)(=O)c2ccc(I)s2)c([N+](=O)[O-])c1	16µM*
NC(Cc1ccc(F)cc1)C(=O)O (configuration not stated)	-50%
CC(C)[S+](=O)([O-])N1CCC(c2nnc3n2C(C(=O)O)CC3)CC1 (configuration not stated)	?
CNC(=O)[C@H]1C[C@H](Oc2ccccc2)CN1S(=O)(=O)c1c(C)noc1C	29%
COc1ccc(CN2CC3=C(C2=O)C(c2cc(OC)c(OC)c(OC)c2)NC(=O)N3)cc1 (configuration not stated)	-27%
COc1ccc(CN(C(=O)c2cc(=O)c3cc(Cl)ccc3o2)C2CCS(=O)(=O)C2)cc1OC (configuration not stated)	11%
Cn1cccc1CN1CCn2c(nnc2-c2cccnc2)C1	51%&95%[activator][176 µM]
Cc1cc2ncc(C(=O)NCc3ccccc3Cl)cn2n1	-17%[176 µM]
COCCn1c(SCC(=O)c2cc(C)c(C)cc2C)nc2ccccc2c1=O	2%
O=C(/C=C/c1ccncc1)c1ccc(N2CCOCC2)cc1	?
O=C(CC(Nc1ccc(Br)cc1)C(=O)O)c1ccccc1 (configuration not stated)	5%
Cc1cc(C(=O)Nc2ccc([C@H]3OCC(=O)N(C)[C@@H]3CO)cc2)no1	36%[activator][176 µM]
Cc1cc(C(=O)N2CCCC(c3nn(C)c(=O)n3-c3ccccc3)C2)no1 (configuration not stated)	7%
CC(=O)Nc1ccc(C(=O)NC[C@@H]2C=C(C)[C@H](Cc3nnc(-c4ccccc4F)o3)C[C@H]2C(C)C)cc1	31%[activator]
COc1ccccc1CNc1ncnc2ccc(-c3ccccc3C#N)cc12	?
CCCCCc1ccc(-c2ccc(C(=O)Oc3ccc(OCCCC)cc3)cc2)nc1	28%
CCCC(=O)N1Cc2ccccc2CC2(CCN(CC3CCOCC3)CC2)C1	1%[6.33 µM]
C=CCNC(=O)NC(=O)Cn1ccnc1	-28%
C[C@@H]1CN(C(=O)c2ccco2)C[C@H]1c1nc(-c2ccccc2)no1	-6%
Cc1ccccc1Cn1cc(CN2[C@H](Cc3ccccc3)COc3cc(Br)ccc3S2(=O)=O)nn1	20%
COC(=O)c1cc(OC(=O)CCc2ccc(OC)c(Br)c2)cc(C(=O)OC)c1	?
Cc1cc(C)n2nc(C(=O)N3CCC(Cc4cccc(C(N)=O)c4)C3)nc2n1 (configuration not stated)	12%
COc1cccc(Nc2ncc3nc(C)c(=O)n(C[C@H]4CCCO4)c3n2)c1	-29%
CCc1cccc(NC(=O)c2cc3n(n2)CC(c2ccc4c(c2)OCO4)OC3)c1 (configuration not stated)	38%[activator]
Cc1noc(C)c1-c1cc2cc(CO)oc2c(NCc2cccc(F)c2)n1	7%[176 µM]
COc1cc(OC)c(CC2C(=O)Nc3cc(Cl)ccc32)c(OC)c1 (configuration not stated)	18µM*
CC1CCCN(C(=O)CN2C(=O)NC3(CCCCC3)C2=O)C1 (configuration not stated)	14%
Cc1noc2c(NCCN3CCOCC3)cc(-c3cccnc3)nc12	17%[176 µM]
COc1ccccc1N1CC(C(=O)NCCNC(=O)c2cn(C)c3ccccc23)CC1=O (configuration not stated)	34%[activator]
Cc1ccc(C(=O)N2CCN(c3cccc(C)c3C)CC2)cc1NC(=O)C1=CSCCO1	?
c1cc(-c2noc([C@@H]3CCCN3Cc3ncc[nH]3)n2)cc(N2CCCC2)n1	55%[activator][176 µM]
Cc1cccc(Cn2c(SCc3ccccc3)nc3c2c(=O)[nH]c(=O)n3C)c1	?
Cc1cccc(NC(=O)Nc2c[nH]c(=O)[nH]c2=O)c1C	-9%
CCCN(CCC)S(=O)(=O)c1nc(C)c(Cl)c(C)c1C#N	?
O=C(N[C@H]1C[C@H]2C(=O)NC[C@@H](CCC(=O)N3CCN(c4ccccc4)CC3)N2C1)C1CC1	5%
Cc1ccc(C(=O)N[C@H]2CO[C@H]3[C@@H]2OC[C@H]3OC(=O)Nc2ccc(C(C)C)cc2)cc1	59%[activator][176 µM]
CC(C)(O)C#Cc1ccc(CN2CCC(CO)(CCCc3ccccc3)CC2)cc1	26%
CC(c1ccon1)N(C)C(=O)c1cnn(-c2ncc3c(n2)-c2ccccc2CC3)c1C1CC1 (configuration not stated)	-7%
O=C(O)c1cc(I)ccc1Br	-22%
CCCCn1c(=O)n(CC(=O)Nc2ccc(C)cc2)c(=O)c2c1ncn2Cc1ccco1	-25%
COC1C(=O)N(c2cccc(F)c2)C12CCN(C(=O)c1cccnc1)CC2 (configuration not stated)	7%
CC(C)Oc1nnc(SCC(=O)NCc2ccccc2)s1	0%
Cc1cccc(C)c1-c1nc(C(=O)NC2CC2)n2ccccc12	36%[activator]
O=C(/C=C/c1cccc(Br)c1)c1ccc[nH]1	3%
Cc1noc(C)c1CCC(=O)N1CCOc2ccc(CN3CCN(c4ccccn4)CC3)cc2C1	9%
COC(=O)CCC(=O)N1CCCC(N2CCN(c3cccc(Cl)c3)CC2)C1 (configuration not stated)	-26%
N#Cc1c(N)n[nH]c1CCCNc1nc(-c2ccncc2)nc2ccccc12	18%

Later entries
Molecule	ALOX12 inh
Cc1ccc(C(=O)N2CCC3(CC2)N=C(c2ccccc2)NO3)s1	0%
COc1cccc([C@H]2CN(C(=O)c3ccc4cc[nH]c4c3)C[C@@H]2N)c1	8%
COc1ccc(Cl)cc1NC(=O)CN(C)C(=O)c1ccc(-c2ccccc2Cl)o1	26%
COc1cccc(CNC(=O)CN2CCCc3nc(C)ncc3C2=O)c1	24%
CCN1CCN(c2ccc(C(=O)NCCCn3ccnc3C(C)C)cn2)CC1	33%[activator]
Cc1ccccc1C(=O)NC(C)c1nnc2n1CCN(Cc1ccccc1F)CC2 (configuration not stated)	9%
O=C(/C=C/c1cccc(Cl)c1)c1cc2ccccc2oc1=O	-13%
Nc1nnnn1CC(=O)N[C@@H]1COCC[C@@H]1Oc1ccc(F)cc1	19%
CC(C)c1ccc(S(=O)(=O)N2CCN(c3nc(-c4cccnc4)nc4ccccc34)CC2)cc1	2%
CCc1ccc(S(=O)(=O)c2nnn3c2nc(NCc2ccc(F)cc2)c2sccc23)cc1	6%
CCCCNC(=O)Cc1csc2nc(C)c(-c3cc(C)n(-c4cc(F)ccc4C)n3)c(=O)n12	4%
Cc1ccc(-c2nnc(Cn3cnc(C#N)n3)o2)cc1	8%
Cc1occc1C(=O)N1CCC2(CCCN(Cc3cccnc3)C2=O)C1 (configuration not stated)	0%
Cc1nn(C)c(C)c1C(=O)N1CCCn2ccnc2C1c1ccccc1 (configuration not stated)	26%
O=C(c1ccc(Cl)cc1)N1CCC(n2cc(-c3ccc(OC(F)F)cc3)[nH]c2=O)CC1	?
CC(=O)N1CCC2(CC1)CN(Cc1ccccc1)C2	4%[57.4 µM]

6 entries drawn at random from the list so far:
Molecule	ALOX12 inh
CC(C)c1ccc(S(=O)(=O)N2CCN(c3nc(-c4cccnc4)nc4ccccc34)CC2)cc1	2%
CCc1ccc(S(=O)(=O)c2nnn3c2nc(NCc2ccc(F)cc2)c2sccc23)cc1	6%
Cc1occc1C(=O)N1CCC2(CCCN(Cc3cccnc3)C2=O)C1 (configuration not stated)	0%
Cc1nn(C)c(C)c1C(=O)N1CCCn2ccnc2C1c1ccccc1 (configuration not stated)	26%
O=C(c1ccc(Cl)cc1)N1CCC(n2cc(-c3ccc(OC(F)F)cc3)[nH]c2=O)CC1	?
CCCCNC(=O)Cc1csc2nc(C)c(-c3cc(C)n(-c4cc(F)ccc4C)n3)c(=O)n12	4%

Other entries:
Molecule	ALOX12 inh
CNC(=O)[C@@H]1CN(Cc2ccc(OC)c(OC)c2Cl)C[C@H]1CO	38%[activator]
O=C(NCC1CCN(c2cc(-c3ccccc3)[nH]n2)CC1)c1n[nH]c2c1CCCC2	64%[activator]
Cn1cc(CN2CCNc3cnc(Nc4ccccc4)cc3C2)cn1	20%[176 µM]
Cn1nc(C(F)(F)F)c2cc(C(=O)N3CCC4(CCCO4)CC3)sc21	28%
CCOc1cccc2cc(-c3nc(-c4ccccc4F)no3)c(=O)oc12	6%
O=[S+]1([O-])NCC2(CCN(CC3CCCCC3)C2)Nc2ccccc21 (configuration not stated)	3%
C=CCC1Cc2ccccc2C(CC=C)N1 (configuration not stated)	-30%
Cc1ccc(-c2cnc(SCC(=O)Nc3ccc(F)cc3)o2)cc1C	?
O=C(Nc1ccc(Cl)nc1)c1cccn2nccc12	23%[176 µM]
OC[C@H]1CCN(c2ccnc3c(C(F)(F)F)cccc23)C[C@H]1O	21%
CN1CCN(c2nc3ccccc3nc2NS(=O)(=O)c2cc(Cl)ccc2Cl)CC1	5%
CC1(C)OC2CC3C4CCC5=CC(=O)C=CC5(C)C4(F)C(O)CC3(C)C2(C(=O)CO)O1 (configuration not stated)	11%
CCCCC(=O)Nc1ccc(Cl)c2ncccc12	-39%
Cc1ccc(NC(=O)N2CCN(Cc3ccc(Cl)s3)CC2)cc1	6%
CSCc1cccc(C(=O)O)c1	-4%
CC(C)[C@H](NC(=O)[C@@H]1Cc2c([nH]c3ccccc23)C2c3ccccc3C(=O)N21)C(=O)N1CCC[C@H]1C(=O)O (some centres not stated)	-27%
O=C(c1cnccn1)N1CCC(Oc2ccc3ncccc3c2)(C(=O)O)CC1	56%[activator]
CNC(=S)NNC(=O)c1csc(C(C)C)c1	2%
COc1ccc(CCN2CCN(CCCc3ccccc3)CC2)cc1OC	?
Cc1noc(-c2ccc(OC3CN(C(=O)c4ccco4)C3)cc2)n1	18%
COc1ncccc1-c1cccc(CCOc2cnc3c(ccn3CC(=O)O)c2)c1	?
O=C(NCc1ccc(CN2CCOCC2)cc1)c1cnn(-c2ccccc2)c1	11%
O=C(NC1CCCC1)C1C(c2ccc(C(F)(F)F)cc2)=Nc2ccccc2N1C(=O)c1cccc(C(F)(F)F)c1 (configuration not stated)	-1%
O=C(Nc1ccc(F)cc1)C(CCc1ccccc1)N1CCN(c2cccc(C(F)(F)F)n2)CC1 (configuration not stated)	-14%
O=C(O)CC1CCCN(c2cn[nH]c(=O)c2)C1 (configuration not stated)	4%
COc1cccc(-c2nc(NCCN3CCOCC3)c3ccccc3n2)c1	?
O=C(Nc1cc(F)cc(F)c1)C1CC2CCCC(C1)C2=O (configuration not stated)	-20%
c1cncc(CNc2ccnc(-c3ccc4c(c3)OCO4)n2)c1	?
COc1ccc(-c2noc([C@@H](C)NC(=O)c3nc4ccccc4s3)c2C(=O)O)cc1	?
Cc1ccc(N)c(O)c1	?
CCC[C@@H]1CN(C(=O)C2(c3ccc(F)cc3)CCOCC2)C[C@H]1N(C)C	8%
CCC(=O)N1CCC2(CC1)CN(c1ccccc1)C2=O	8%
COc1cc(CNC(=O)c2nccnc2N)ccc1OCc1ccncc1	-45%
COCCC(=O)N[C@@H]1CN(Cc2ccccc2)C[C@H]1CN(C)C	47%[activator]
CC(=O)c1cccc(NC(=O)CSc2nc(-c3ccccc3C)nc3cc(=O)[nH]n23)c1	?
Cc1c(C(=O)Nc2cnn(C(C)(C)C(=O)NCc3ccco3)c2)oc2ccccc12	-6%
